# Xi reactivation – reactivates the inactive X chromosome in mouse fibroblasts; XiGFP mouse fibroblasts, % GFP-positive cells imaging, 3 d; cells co-treated with 5-aza-dC sensitizer; scaled so ellipticine positive control = 100%; activation, % at 7.58 µM; 360,000 compounds, 0.055% hits; AID 743238;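 active = mean normalized replicate activation at least 10% and every replicate at or above 10%; inconclusive = only one of the two criteria met; inactive = mean below 10% and not all replicates reach 10%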;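 note: 0% = median of on-plate neutral control wells and 100% = ellipticine 6 µM median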
#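 Material: XiGFP fibroblasts, SV40-immortalized; Buffer or medium: DMEM containing 5-aza-dC; Compound dosing: single point; Times: 3 days compound exposure.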
# EWS-Fli inh – inhibitors of EWS/Fli oncoprotein transcriptional activity; 350,000 compounds, 0.67% hits; AID 651661; A673 NR0B1-luciferase reporter, viability-normalised; inhibition, % at 12.6 µM;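 active = mean inhibition of at least 50% after viability correction, with every replicate also passing that limit; inconclusive = mean reaches 50% but only one of two replicates passes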;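 note: firefly luciferase signal divided by Alamar Blue viability fluorescence both relative to DMSO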
# ARNT TACC3 PPI – disrupts binding between human ARNT and TACC3; AlphaScreen His-ARNT PAS-B/GST-TACC3 binding, luminescence; TACC3 fragment carries E629A point mutation; AID 623870; inhibition, % at 9.99 µM; 390,000 compounds, 0.66% hits; Q9Y6A5;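 active = mean inhibition of replicates at least 50% and at least half of replicates each reaching 50%; inconclusive = half or more replicates reach 50% but mean below 50%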;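 note: 0% = complete ARNT plus TACC3 wells and 100% = ARNT alone without TACC3; many hits fall short of the cut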
# PAX8 reporter – PAX8 transcriptional activity inhibition. RMG-I TPO-luciferase reporter, SteadyGlo, 24 h. inhibition, % at 12.6 µM. 360,000 compounds, 1.2% hits. AID 652154;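 active = mean replicate inhibition at least 60% with every replicate also reaching 60%; inconclusive = only one of the two criteria is met; inactive = mean below 60% and not all replicates reaching 60%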;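 note: luciferase light reporting Pax8 driven TPO promoter activity; plate controls were median of neutral control wells for no effect and mitoxantrone controls for full effect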
# ERp5 block – ERp5 (human) disulfide isomerase inhibition; Q15084; ERp5 insulin aggregation, absorbance 650 nm, 90 min; inhibition, % at 9.99 µM; 350,000 compounds, 0.05% hits;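 active = mean replicate inhibition above about 25%, with every replicate also reaching it, limit read from the data, passing the limit was not always enough; inconclusive = only one of those two criteria met; inactive = neither criterion met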
# Target sequence (Q15084 whole entry, looked up): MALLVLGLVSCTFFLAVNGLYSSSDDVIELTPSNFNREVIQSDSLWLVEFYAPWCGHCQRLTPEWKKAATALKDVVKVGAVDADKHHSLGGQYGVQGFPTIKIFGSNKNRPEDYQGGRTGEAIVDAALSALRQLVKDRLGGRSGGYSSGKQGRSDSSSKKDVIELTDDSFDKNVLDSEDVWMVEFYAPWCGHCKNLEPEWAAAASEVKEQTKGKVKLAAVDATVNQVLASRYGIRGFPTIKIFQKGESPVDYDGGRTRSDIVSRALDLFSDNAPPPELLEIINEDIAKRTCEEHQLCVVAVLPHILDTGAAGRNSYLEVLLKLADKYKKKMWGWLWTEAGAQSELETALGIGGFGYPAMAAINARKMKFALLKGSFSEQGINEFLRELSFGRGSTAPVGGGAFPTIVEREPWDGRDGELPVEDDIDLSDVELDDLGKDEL
# F508del corr – correctors of CFTR F508del function in bronchial epithelial cells; 350,000 compounds, 0.36% hits; activity (quench increase), % at 7.58 µM; CFBE cells, YFP halide quenching; stimulated with forskolin plus potentiator P3; % fluorescence drop versus neutral controls;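 active = mean added fluorescence quench of at least 8% versus neutral control, with both replicates also reaching 8%; inconclusive = only one of the mean or replicate conditions met; inactive = mean below 8% and not both replicates reaching 8%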;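 note: cells transiently co-express mutant CFTR-F508del with the halide-sensitive YFP; corrector assay measuring rescue of mutant channel to the surface after 24 h compound exposure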
# DENV2 CPE – inhibitors of DENV2 cytopathic effect; DENV2-infected cells, cytopathic effect rescue, plate reader; CPE inhibition, % at 9.99 µM; 350,000 compounds, 1.7% hits; AID 651640; in the data active = CPE inhibition above about 20%, passing the limit was not always enough; inconclusive = no clear call, values can overlap the other calls; tested in BHK-21 cells;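 note: 0% = median of neutral control wells and 100% = median of positive control wells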
# GSIS activator – primary screen for activators of insulin secretion dependent on glucose, INS-1E cells, GLuc reporter luminescence; INS-1E GLuc reporter insulin secretion, 2-3 h; activation, % at 16.6 µM; 370,000 compounds, 0.61% hits; AID 743287;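 active = lowest replicate activation of at least 40%, so every replicate reaches that level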;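 note: 0% = median of neutral control wells and 100% = median of IBMX positive control wells; some compounds called inactive have numbers as strong as hits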
# * marks the source's active call; other numbers are inactive results; u = inconclusive; x = no result given.
SMILES,Xi reactivation,EWS-Fli inh,ARNT TACC3 PPI,PAX8 reporter,ERp5 block,F508del corr,DENV2 CPE,GSIS activator
CCCCc1ccc(/C=C2/C(=O)ON=C2c2ccccc2)s1,0.3,x,-6,8,x,x,x,-9
Cc1noc(C)c1NC(=O)N(C)C[C@@H]1Oc2ccc(NC(=O)NC(C)C)cc2CC(=O)N([C@@H](C)CO)C[C@@H]1C,x,-7,10,-64,u,-0.8,-4,x
COc1cccc(NC(=O)N[C@@H]2C=C[C@H](CC(=O)N3CCN(C)CC3)O[C@@H]2CO)c1,0.6,x,x,x,-3,-2.6,2,17
CC(=O)c1ccccc1NC(=O)CCN1C(=O)C2CCCCC2C1=O (stereo not drawn),0.1,9,x,x,0,0.7,5,4
CNC(=S)N/N=C/c1cc(Br)c(OCc2ccncc2)c(OC)c1,0.0,7,-2,27,-1,-5.4,-1,14
CCn1c(C(=O)O)c(CC(=O)N(C)c2ccc(OC)cc2OC)c2ccccc21,0.3,3,-6,4,-5,-1.9,11,-8
COc1ccccc1NC(=O)COc1cc(C)nc(C(C)C)n1,x,-3,-4,x,-1,3.2,x,-3
CCN(CC)S(=O)(=O)c1cc([N+](=O)[O-])ccc1N=Nc1c(O)[nH]c2ccccc12,0.4,17,1,17,0,x,18,-11
CCCN(C)C[C@@H]1OCCCC[C@H](C)Oc2ccc(NC(=O)CCCN(C)C)cc2C(=O)N([C@@H](C)CO)C[C@@H]1C,0.0,1,-2,-2,0,-0.3,u,-1
Cc1cc(C)c2cc(C#N)c(N3CCCN(C(=S)NCCCN(C)C)CC3)nc2c1,0.0,16,5,6,2,1.8,-1,x
COc1ccc2c3c(n(C)c2c1)[C@@H](CO)N(C(=O)C1CC1)CC31CN(C(=O)CN(C)C)C1,0.4,-1,x,-30,3,-5.3,-8,5
CCOc1ccccc1NC(=O)CSc1nnc(NC(=O)c2ccco2)s1,0.4,8,-9,9,0,-2.0,-1,0
COc1ccc(-c2[nH]ncc2CN(C)CC2CCCCO2)cc1F (stereo not drawn),0.4,3,26,-9,4,-2.5,-1,-9
COc1ccc(S(=O)(=O)N2CCOCC2)cc1NC(=O)COC(=O)C1CC2CCCC(C1)C2=O (stereo not drawn),0.1,3,x,0,1,-0.3,-8,1
CCc1nc(SCC(=O)O)c(C#N)cc1C,x,0,12,x,6,0.5,x,9
CCCC12CN(C(=O)c3ccco3)CC(CCC)(CN(C(=O)c3ccco3)C1)C2=O,0.3,-2,0,19,5,-1.4,0,3
Cn1cccc1-c1cc(C(=O)N/N=C/c2ccc(Cl)cc2)[nH]n1,0.0,-3,19,15,-8,4.0,0,29
COc1cc(CCCN2C(=O)C(=O)NC[C@H]2Cc2cccc3ccccc23)cc(OC)c1OC,0.1,0,3,-18,-1,5.3,7,-7
Cc1cccc(N2CCN(S(=O)(=O)c3c(C)nc4scc(C)n4c3=O)CC2C)c1 (stereo not drawn),0.1,12,x,8,-1,0.8,-2,-15
CCC(=NNc1ccc([N+](=O)[O-])cc1[N+](=O)[O-])c1ccccc1,-0.2,-4,x,11,-4,2.5,0,3
Cn1nnnc1SCC(=O)Nc1ncc(C(F)(F)F)cc1Cl,0.3,-4,0,-8,-1,-1.4,10,x
O=C(Cn1nnc(-c2ccccc2F)n1)Nc1ccc2c(c1)OCCO2,0.5,-21,x,-9,0,2.6,u,17
CC(C)N(Cc1ccccc1)C(=O)COC(=O)c1ccc(O)cc1,0.1,-1,x,-3,-1,1.3,-1,5
O=C(Nc1nc2ccccc2[nH]1)c1ccccc1O,0.1,-54,-11,-56,0,1.9,-7,16
O=C(Nc1ccc(Br)cn1)c1cccc(S(=O)(=O)N2CCCC2)c1,0.0,-15,7,-24,-7,0.6,u,x
COc1cccc(C(=O)N2C[C@H]3[C@@H](c4ccccc42)[C@H](CO)N3C(=O)c2cccc(F)c2)c1,0.0,-3,23,9,2,4.8,2,17
COc1ccc(S(=O)(=O)N(C)C[C@@H]2OCCCC[C@H](C)Oc3ccc(NC(=O)CCCN(C)C)cc3C(=O)N([C@H](C)CO)C[C@H]2C)cc1,-0.6,-8,-12,-16,2,-2.3,-8,-5
Cc1ccccc1Cn1c2ccccc2c2cnn(CC(=O)NCCCN3CCOCC3)c(=O)c21,0.0,6,0,-2,0,0.7,5,8
C[C@H](CO)N1C[C@H](C)[C@H](CN(C)C(=O)Nc2cccc3ccccc23)OCCCC[C@H](C)Oc2ccc(NS(=O)(=O)c3cn(C)cn3)cc2C1=O,-0.9,-70,29,-24,x,-1.5,103*,-9
Nc1c(C(=O)O)cnn1-c1ccc([N+](=O)[O-])cc1,u,5,-13,23,-2,1.9,7,-6
C[C@@H]1CCCCO[C@@H](CN(C)C(=O)c2ccccc2)[C@H](C)CN([C@H](C)CO)C(=O)c2cc(NC(=O)Nc3ccc4c(c3)OCO4)ccc2O1,-0.1,12,4,5,-6,-1.0,10,-10
CCOc1c(Nc2ccc(C(C)C)cc2)c(=O)c1=O,0.0,1,1,-22,-4,0.6,1,x
O=C(CCNS(=O)(=O)c1ccc(OC(F)(F)F)cc1)N1CCN(S(=O)(=O)c2cccc(F)c2)CC1,0.0,5,2,18,10,-2.5,5,-33
CCN(CC)S(=O)(=O)c1cccc(NC(=O)COC(=O)c2cccs2)c1,0.0,2,0,-10,2,-3.6,u,-19
CN(C)CCn1c(SCc2ccccc2C#N)nc2c(sc3ccccc32)c1=O,0.1,-28,12,9,-1,0.2,2,-5
COc1ccc(/C=C/C(=O)OCC(=O)NC2CCCC(C)C2C)c(OC)c1 (stereo not drawn),0.0,-3,-2,7,4,1.7,u,10
O=C(CSc1nc2ccccc2c(=O)n1-c1ccccc1Cl)NC1CCS(=O)(=O)C1 (stereo not drawn),0.2,-3,1,-7,-3,-0.7,-1,32
CCCNC(=O)C1CCN(c2ccc(S(=O)(=O)N3CCOCC3)cc2Cl)CC1,x,1,-4,x,3,1.6,-6,-2
CC(Oc1cccc(NC(=O)c2cccs2)c1)C(=O)c1ccccc1 (stereo not drawn),0.3,-14,18,25,-3,-3.1,-2,-20
C[C@H](CO)N1C[C@H](C)[C@H](CN(C)Cc2ccc3c(c2)OCO3)Oc2ccc(NC(=O)NC3CCCCC3)cc2CC1=O,0.6,x,-32,-8,0,-0.9,0,13
O=C(CC1CC1)N1CC(=O)N2[C@H](CO)[C@@H](c3ccc(-c4cccnc4)cc3)[C@@H]2C1,0.0,-1,x,10,1,0.6,-4,22
C[C@H](CO)N1C[C@H](C)[C@@H](CN(C)C(=O)Nc2ccc3c(c2)OCO3)OCCCC[C@H](C)Oc2ccc(NS(=O)(=O)c3ccccc3)cc2C1=O,0.1,-36,7,1,4,0.3,-1,-3
C=C(CCC(=O)c1ccccc1)C(=O)c1ccccc1,0.9,13,1,16,0,x,18,x
C[C@H]1CN([C@@H](C)CO)C(=O)Cc2cc(NC(=O)C3CC3)ccc2O[C@@H]1CN(C)Cc1ccc(-c2ccccc2)cc1,0.1,-7,20,103*,1,3.1,4,-12
CCn1c(SCC(=O)N/N=C/C=C/c2ccco2)nc2ccccc21,0.0,x,12,29,x,x,x,-13
Cc1ccc(S(=O)(=O)N(C)C[C@H]2Oc3ccc(NC(=O)CCCCCC(=O)Nc4ccccc4N)cc3C(=O)N([C@@H](C)CO)C[C@H]2C)cc1,-0.5,11,4,12,-9,-3.5,-4,2
O=C(C[C@@H]1C=C[C@H](NC(=O)c2cccc(F)c2)[C@@H](CO)O1)Nc1nccs1,-0.1,5,-1,8,-2,0.4,-7,3
CSc1nc(Cl)cc(Nc2ccc(O)cc2)n1,2.3,-46,5,-58,-1,-1.7,1,17
Cc1cc(C)cc(NC(=O)N2CCCN(c3c(Cl)cncc3Cl)CC2)c1,0.3,-2,1,0,3,-0.1,-6,3
CC1CN(C(=S)Nc2ccc(Br)cc2Cl)CC(C)O1 (stereo not drawn),0.0,-1,-11,-28,-1,-3.7,1,-10
CCC(C(=O)Nc1ccc(N2CCOCC2)c(S(=O)(=O)Nc2ccccc2OC)c1)c1ccccc1 (stereo not drawn),-0.1,0,x,15,-2,-2.6,-3,-38
COc1ccccc1NC(=O)CSc1nc(C)c2c(c1C#N)CCCC2,x,x,0,-16,2,x,x,21
Cc1ccc(-c2nc3ccc(C)cn3c2Cc2cccc(Cl)c2)cc1,-0.1,-66,x,-132,2,0.1,12,-4
C[C@@H]1CN([C@@H](C)CO)C(=O)c2cc(-c3ccncc3)cnc2O[C@H]1CN(C)C(=O)Nc1ccc2c(c1)OCO2,0.5,3,-1,x,-2,-0.3,-12,6
COc1cccc(CNCc2ccc(C(=O)O)cc2)c1OC,0.1,-4,-6,5,1,0.2,-4,-4
OCC1(CCOc2ccccc2)CCN(C2Cc3ccccc3C2)CC1,0.3,8,-10,0,-4,1.8,-6,4
O=C1CCCCC1CCc1ccncc1 (stereo not drawn),0.3,3,-3,-6,-1,-0.1,-1,x
C[C@H](CO)N1C[C@H](C)[C@@H](CN(C)C(=O)Nc2ccc3c(c2)OCO3)OCCCC[C@H](C)Oc2ccc(NC(=O)CCCN(C)C)cc2C1=O,0.1,-3,-29,-4,2,1.0,-9,2
COc1ccc(S(=O)(=O)c2cnc3ccc(OC)cc3c2N2CCC3(CC2)OCCO3)cc1,0.2,10,14,38,3,x,3,x
CC(=O)C1=NOC2C(=O)N(c3ccc(Cl)cc3)C(=O)C12 (stereo not drawn),0.0,3,-4,1,-7,0.9,1,-5
# The results go on:
SMILES,Xi reactivation,EWS-Fli inh,ARNT TACC3 PPI,PAX8 reporter,ERp5 block,F508del corr,DENV2 CPE,GSIS activator
Cc1ccc(OCc2nc3ccccc3n2C(C(=O)Nc2c(C)cccc2C)C2CC2)cc1 (stereo not drawn),0.6,-4,x,-1,3,1.0,-8,x
CC1CC2C3CCC4=CC(=O)C=CC4(C)[C@@]3(Cl)C(O)CC2(C)C1(O)C(=O)CO (stereo partly drawn),0.0,-13,-6,-3,2,2.1,-6,-10
O=C(/C=C/c1cccc([N+](=O)[O-])c1)OCC(=O)c1ccccc1,0.5,-2,-7,-21,-7,-2.2,8,-3
S=c1nc(-c2ccccc2Cl)[nH][nH]1,0.0,0,-5,-16,0,-1.0,-4,20
Cc1nn(-c2ccccc2)nc1CNC(=O)CC(C)(C)C,-0.1,1,-2,-4,-1,0.8,0,-4
O=C(Nc1ccc(F)c(Cl)c1)c1csc(COCCO)n1,0.5,-57,x,-107,-5,0.5,-3,x
N#C/C(=C\c1cc(Cl)cc(Cl)c1O)C(=O)NC1CCCCC1,x,-11,14,x,1,-4.5,-2,-6
CCN1CCN(CCC(=O)Nc2ccc(Br)cc2)CC1,0.0,-2,-22,6,3,2.2,-3,12
CCCCCCCCN1C(=O)[C@@H](CC(=O)N2CCN(C(=O)C3CC3)CC2)C[C@@]2(C(=O)OC)C1=C[C@H](C(C)(C)C)O[C@@H]2C,0.0,38,x,34,-8,1.3,-2,x

# Some of the entries above in a different format:
structure	Xi reactivation	EWS-Fli inh	ARNT TACC3 PPI	PAX8 reporter	ERp5 block	F508del corr	DENV2 CPE	GSIS activator
Cc1noc(C)c1NC(=O)N(C)C[C@@H]1Oc2ccc(NC(=O)NC(C)C)cc2CC(=O)N([C@@H](C)CO)C[C@@H]1C	x	-7	10	-64	u	-0.8	-4	x
Cc1cc(C)cc(NC(=O)N2CCCN(c3c(Cl)cncc3Cl)CC2)c1	0.3	-2	1	0	3	-0.1	-6	3
Cc1ccc(S(=O)(=O)N(C)C[C@H]2Oc3ccc(NC(=O)CCCCCC(=O)Nc4ccccc4N)cc3C(=O)N([C@@H](C)CO)C[C@H]2C)cc1	-0.5	11	4	12	-9	-3.5	-4	2
